Bioassay records: PubChem, The Scripps Research Institute Molecular Screening Center
DAX1 inh-1 – inhibitors of human orphan nuclear receptor DAX1 (NR0B1); P51843; AID 504766; inhibition, % at 6.75 µM; 0.99% of 340,000 active; HEK293 Gal4-DAX1 luciferase reporter, luminescence;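 active = inhibition above the mean over all tested compounds plus 3 SD, cut at about 4.2% in these data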;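 note: 0% = DAX1-transfected cells with DMSO and 100% = empty-vector control cells with DMSO; inhibition shows as a rise in luminescence from relieved DAX1 repression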
ADAM10 inh – ADAM10 inhibition, QFRET primary screen | 0.62% of 370,000 active | inhibition, % at 7 µM | recombinant ADAM10, EDANS/DABCYL FRET peptide cleavage, 3 h;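 active = inhibition above a per-campaign cutoff equal to the mean of compounds falling between control-based bounds plus 3 SD, cut at about 20% in these data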;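 note: 0% = DMSO wells while the 100% control is not disclosed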
PLCg1 inh – inhibitors of human phospholipase C gamma1 | AID 720700 | inhibition, % at 12.2 µM | 0.84% of 370,000 active | P19174 | purified PLC-gamma1, fluorogenic substrate, fluorescence; in the data active = inhibition above about 9.5%
PLC-beta3 inh – inhibitors of human phospholipase C beta3 | 0.18% of 370,000 active | inhibition, % at 12.2 µM | AID 720704 | Q01970 | Purified PLC-beta3, fluorogenic substrate, fluorescence; in the data active = inhibition above about 11%;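 note: 0% = median of compound wells on plate and 100% = full blocker control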
Target sequence (Q01970 whole entry, looked up): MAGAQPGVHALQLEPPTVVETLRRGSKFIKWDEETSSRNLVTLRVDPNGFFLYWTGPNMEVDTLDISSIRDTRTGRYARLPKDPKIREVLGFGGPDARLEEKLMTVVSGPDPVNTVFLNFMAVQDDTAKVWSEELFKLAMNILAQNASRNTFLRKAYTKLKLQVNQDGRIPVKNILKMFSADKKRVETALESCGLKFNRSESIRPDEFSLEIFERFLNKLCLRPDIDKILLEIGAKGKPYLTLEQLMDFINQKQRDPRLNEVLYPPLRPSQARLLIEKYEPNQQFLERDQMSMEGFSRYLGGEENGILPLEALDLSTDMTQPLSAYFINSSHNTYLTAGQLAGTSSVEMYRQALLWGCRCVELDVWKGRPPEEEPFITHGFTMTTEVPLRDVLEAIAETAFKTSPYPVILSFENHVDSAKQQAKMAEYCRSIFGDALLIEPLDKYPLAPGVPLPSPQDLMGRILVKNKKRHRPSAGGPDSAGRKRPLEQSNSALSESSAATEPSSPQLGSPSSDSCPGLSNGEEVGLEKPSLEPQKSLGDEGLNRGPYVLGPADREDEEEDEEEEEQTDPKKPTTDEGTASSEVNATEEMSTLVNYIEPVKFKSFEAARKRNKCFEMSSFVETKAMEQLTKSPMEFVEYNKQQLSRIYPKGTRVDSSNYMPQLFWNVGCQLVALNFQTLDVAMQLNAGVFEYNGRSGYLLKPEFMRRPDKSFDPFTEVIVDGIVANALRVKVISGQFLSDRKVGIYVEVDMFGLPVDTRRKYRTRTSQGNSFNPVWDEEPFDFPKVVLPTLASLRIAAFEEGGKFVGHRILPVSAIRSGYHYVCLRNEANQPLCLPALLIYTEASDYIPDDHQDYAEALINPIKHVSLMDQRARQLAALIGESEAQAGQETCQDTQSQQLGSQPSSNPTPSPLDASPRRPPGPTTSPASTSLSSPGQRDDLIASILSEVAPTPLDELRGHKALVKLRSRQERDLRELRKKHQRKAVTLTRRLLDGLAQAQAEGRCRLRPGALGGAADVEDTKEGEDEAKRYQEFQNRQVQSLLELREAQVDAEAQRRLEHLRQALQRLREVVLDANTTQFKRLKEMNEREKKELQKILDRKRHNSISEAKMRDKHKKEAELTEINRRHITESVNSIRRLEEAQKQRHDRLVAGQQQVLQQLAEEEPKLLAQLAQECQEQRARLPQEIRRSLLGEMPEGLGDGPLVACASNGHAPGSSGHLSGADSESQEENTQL
FXN GAA850 act – activators of GAA850 frataxin (FXN) promoter; AID 540364; activation, % at 6 µM; 0.56% of 360,000 active; HEK293 lucGAA850 FXN promoter luciferase reporter, 24 h; percent of 10 µM SAHA response;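 active = activation above the average of all compounds screened plus 3 SD, cutoff fixed separately per campaign, cut at about 7.5% in these data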;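 note: 0% = DMSO wells and 100% = 10 µM SAHA wells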
ssDAF12 agonist – activates DAF-12 receptor from parasite S. stercoralis; HEK293 ssDAF-12/GRIP1 lit1-tk-luc reporter, luminescence; % of 3 µM dafachronic acid response; activation, % at 6.8 µM; 1% of 370,000 active; AID 652126;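 active = activation above the mean over all tested compounds plus 3 SD, cut at about 0.9% in these data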;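 note: 0% = DMSO-only wells and 100% = 3 µM delta7-dafachronic acid wells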
hgDAF-12 ag – hgDAF-12 agonism, primary luciferase screen; HEK293 GAL4-hgDAF12 UAS-luciferase reporter, agonist luminescence; normalized to butyrate control; 1.8% of 370,000 active; activation, % at 6.8 µM;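 active = activation above a cutoff set at the mean of all screened compounds plus 3 SD, cut at about 10% in these data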;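 note: 0% = DMSO wells and 100% = sodium butyrate wells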
ADAM17 inh – ADAM17 inhibition, QFRET primary screen; P78536; recombinant ADAM17, EDANS/DABCYL FRET peptide cleavage; inhibition, % at 6.95 µM; 0.83% of 370,000 active;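 active = inhibition above the mean of compounds lying between control limits plus 3 SD, set per campaign, cut at about 8.5% in these data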;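 note: 0% = DMSO-only wells as the low control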
sPLA2-III inh – Blocks human group III sPLA2 activity. Q9NZ20. QFRET BODIPY PC-A2 liposome hydrolysis, fluorescence. inhibition, % at 12.2 µM. 0.56% of 370,000 active. AID 743126;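 active = inhibition above mean plus 3 SD of compounds lying within the high and low control bounds, cut at about 19% in these data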;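 note: 0% = median of test compound wells and 100% = no enzyme DMSO wells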
hcDAF-12 act – activators of H. contortus DAF-12 nuclear receptor. activation, % at 6.8 µM. 1.4% of 370,000 active. AID 652067. HEK293 hcDAF-12 lit1-tk-luc reporter, luminescence; 0% DMSO, 100% Δ7-dafachronic acid;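 active = activation above the mean of all tested compounds plus 3 SD, cut at about 5.5% in these data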;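 note: 100% = response to 3 µM Δ7-dafachronic acid high control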
DAX1 inh-2 – blocks DAX1 repression of SF-1 activated StAR promoter | HEK293T StAR-luciferase reporter, SF-1/DAX-1 repression relief | AID 652010 | 1.1% of 370,000 active | inhibition, % at 6.8 µM;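 active = inhibition above the mean over all tested compounds plus 3 SD, cut at about 3.6% in these data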;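 note: 0% = DAX-1 cells with DMSO and 100% = cells lacking DAX-1 with DMSO; higher inhibition means more luminescence from relief of DAX-1 repression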
An asterisk follows results filed as active.

For CC1(C)OC(=O)NC1c1ccccc1 (configuration not stated) the results were DAX1 inh-1 0.5, ADAM10 inh 0, PLCg1 inh 2, PLC-beta3 inh 0, FXN GAA850 act -0.9, ssDAF12 agonist -1.1, hgDAF-12 ag -0.9, ADAM17 inh -4, sPLA2-III inh 4, hcDAF-12 act -1.6 and DAX1 inh-2 -2.3.
`O=C(NCCOc1ccccc1)C1CCCN1C(=O)c1cccs1` (configuration not stated) gave DAX1 inh-1 0.5, ADAM10 inh 2, PLCg1 inh 1, PLC-beta3 inh 4, FXN GAA850 act -0.8, ssDAF12 agonist -0.9, hgDAF-12 ag -0.7, ADAM17 inh -2, sPLA2-III inh 4, hcDAF-12 act -2.0 and DAX1 inh-2 -1.3.
For CCCc1nnc(NC(=O)CCC(=O)N2CCN(Cc3cc(F)ccc3OC)CC2)s1 the results were DAX1 inh-1 -0.2, ADAM10 inh -10, PLCg1 inh 0, PLC-beta3 inh -11, FXN GAA850 act 1.1, ssDAF12 agonist -1.1, hgDAF-12 ag -1.6, ADAM17 inh 0, sPLA2-III inh -3, hcDAF-12 act -0.2 and DAX1 inh-2 -0.5.
Screening Nc1c(-c2cccc(Cl)c2)cnn1-c1ccccc1 returned DAX1 inh-1 1.4, ADAM10 inh 2, PLCg1 inh 1, PLC-beta3 inh 1, FXN GAA850 act 2.8, ssDAF12 agonist -0.6, hgDAF-12 ag 9.9, ADAM17 inh 2, sPLA2-III inh 4, hcDAF-12 act 1.0 and DAX1 inh-2 0.2.
For Nc1cccc(NP(=O)(c2ccccc2)c2ccccc2)c1 the results were DAX1 inh-1 1.5, ADAM10 inh 6, PLCg1 inh -2, PLC-beta3 inh -6, FXN GAA850 act 1.3, ssDAF12 agonist -1.7, hgDAF-12 ag -1.5, ADAM17 inh -1, sPLA2-III inh 4, hcDAF-12 act -1.3 and DAX1 inh-2 -0.4.
For CCOC(=O)c1c(CSc2ccccc2)n(C)c2cc(Br)c(OCC(O)CNC(CO)(CO)CO)cc12 (configuration not stated) the results were DAX1 inh-1 -1.3, ADAM10 inh 2, PLCg1 inh 7, PLC-beta3 inh 4, FXN GAA850 act 0.1, ssDAF12 agonist -2.0, hgDAF-12 ag 0.0, ADAM17 inh 3, sPLA2-III inh -51, hcDAF-12 act -1.3 and DAX1 inh-2 0.3.
For Cc1ccc(-n2nc(C)cc2NC(=O)CC#N)cc1 the results were DAX1 inh-1 2.3, ADAM10 inh 2, PLCg1 inh 0, PLC-beta3 inh 0, FXN GAA850 act 1.5, ssDAF12 agonist -0.8, hgDAF-12 ag -3.2, ADAM17 inh 2, sPLA2-III inh -21, hcDAF-12 act 0.8 and DAX1 inh-2 0.3.
CCOC(=O)C1(C)CCCN(C(=O)c2ccc(OC(F)F)cc2)C1 (configuration not stated) was read as ADAM10 inh -9, PLCg1 inh 0, PLC-beta3 inh 5, FXN GAA850 act 1.0, ssDAF12 agonist -1.4, hgDAF-12 ag 2.3, ADAM17 inh -3, sPLA2-III inh 0, hcDAF-12 act -0.8 and DAX1 inh-2 0.5.
Screening CC/C(=N/Nc1ccccc1)c1cnnc(-c2ccccc2)n1 returned DAX1 inh-1 0.1, ADAM10 inh 6, PLCg1 inh 3, PLC-beta3 inh 1, FXN GAA850 act 0.5, ssDAF12 agonist -0.6, hgDAF-12 ag 1.8, ADAM17 inh 2, sPLA2-III inh 0, hcDAF-12 act 0.8 and DAX1 inh-2 0.9.
For CCOC(=O)CNC1CC(=O)N(c2ccc(Br)cc2)C1=O (configuration not stated) the results were DAX1 inh-1 1.2, ADAM10 inh 5, PLCg1 inh 5, PLC-beta3 inh -3, FXN GAA850 act 1.2, ssDAF12 agonist -1.0, hgDAF-12 ag 0.0, ADAM17 inh 3, sPLA2-III inh 1, hcDAF-12 act 0.7 and DAX1 inh-2 0.5.
COc1cccc(-c2nnc(-c3ccc4ccccc4c3)o2)c1 was read as DAX1 inh-1 2.8, ADAM10 inh -5, PLCg1 inh -4, PLC-beta3 inh -2, FXN GAA850 act 4.5, ssDAF12 agonist -0.4, hgDAF-12 ag 10, ADAM17 inh -3, sPLA2-III inh -8, hcDAF-12 act 4.4 and DAX1 inh-2 5.5*.
For Cn1c(=O)c2c(ncn2CC(=O)OCC(=O)NCc2ccccc2Cl)n(C)c1=O the results were DAX1 inh-1 -0.8, ADAM10 inh 2, PLCg1 inh 6, PLC-beta3 inh 0, FXN GAA850 act 5.2, ssDAF12 agonist -1.1, hgDAF-12 ag -0.4, ADAM17 inh 1, sPLA2-III inh -2, hcDAF-12 act -0.5 and DAX1 inh-2 0.1.
For S=C(NCc1ccc(Cl)c(Cl)c1)NCc1ccco1 the results were DAX1 inh-1 -0.3, ADAM10 inh -3, PLCg1 inh -1, PLC-beta3 inh -13, FXN GAA850 act -0.9, ssDAF12 agonist -1.1, hgDAF-12 ag -1.0, ADAM17 inh 1, sPLA2-III inh 9, hcDAF-12 act -1.1 and DAX1 inh-2 -1.2.
`COc1ccc(-c2nc(C)sc2C)cc1` gave DAX1 inh-1 0.3, ADAM10 inh -11, PLCg1 inh -1, PLC-beta3 inh -1, FXN GAA850 act 1.4, ssDAF12 agonist -0.1, hgDAF-12 ag -0.3, ADAM17 inh -3, sPLA2-III inh 4, hcDAF-12 act 3.6 and DAX1 inh-2 0.1.
`CCOC(=O)c1ccc(N2C(=O)CC(N3CCC(O)(c4ccc(Br)cc4)CC3)C2=O)cc1` (configuration not stated) gave DAX1 inh-1 -0.6, ADAM10 inh 2, PLCg1 inh 5, PLC-beta3 inh 4, FXN GAA850 act 0.8, ssDAF12 agonist -1.2, hgDAF-12 ag -0.7, ADAM17 inh 3, sPLA2-III inh 1, hcDAF-12 act -0.8 and DAX1 inh-2 -0.1.
Cc1c(C(=O)NCCN2CCOC2=O)oc2c(F)cccc12 was read as DAX1 inh-1 1.0, ADAM10 inh 5, PLCg1 inh 2, PLC-beta3 inh -7, FXN GAA850 act 0.0, ssDAF12 agonist -0.7, hgDAF-12 ag 2.6, ADAM17 inh 0, sPLA2-III inh 6, hcDAF-12 act 1.2 and DAX1 inh-2 -0.5.
Screening Cc1cccc(Cn2nc(C)c(NC(=O)c3ccc(F)cc3)c2C)c1 returned DAX1 inh-1 0.4, ADAM10 inh 5, PLCg1 inh 1, PLC-beta3 inh -6, FXN GAA850 act -0.3, ssDAF12 agonist -1.1, hgDAF-12 ag 1.2, ADAM17 inh -1, sPLA2-III inh -1, hcDAF-12 act -0.4 and DAX1 inh-2 -1.1.
Screening COC(=O)CSc1ncccc1-c1nc2ccccc2[nH]1 returned DAX1 inh-1 0.1, ADAM10 inh -14, PLCg1 inh -8, PLC-beta3 inh -13, FXN GAA850 act 2.6, ssDAF12 agonist -0.8, hgDAF-12 ag -0.4, ADAM17 inh -4, sPLA2-III inh -4, hcDAF-12 act -0.7 and DAX1 inh-2 -1.6.
Screening CCn1c(SCC(=O)Nc2ccc(S(N)(=O)=O)cc2)nnc1-c1cccc(OC)c1 returned DAX1 inh-1 1.5, ADAM10 inh 6, PLCg1 inh 7, PLC-beta3 inh 3, FXN GAA850 act -1.3, ssDAF12 agonist -0.5, hgDAF-12 ag -1.3, ADAM17 inh -1, sPLA2-III inh -4, hcDAF-12 act -0.7 and DAX1 inh-2 -1.2.
Screening COCCN(C(=O)CSc1nc2ccccc2s1)c1c(N)n(Cc2ccccc2)c(=O)[nH]c1=O returned DAX1 inh-1 3.0, ADAM10 inh -42, PLCg1 inh -28, PLC-beta3 inh -37, FXN GAA850 act 0.4, ssDAF12 agonist 0.4, hgDAF-12 ag 0.6, ADAM17 inh -12, sPLA2-III inh -4, hcDAF-12 act 6.5* and DAX1 inh-2 0.7.
Screening COc1cccc(C2=Cc3ccc(F)cc3C(CC(C)=O)N2c2ccc(-c3cc(OC)c(OC)c(OC)c3)cc2)c1 (configuration not stated) returned ADAM10 inh -30, PLCg1 inh -63, PLC-beta3 inh -99, ssDAF12 agonist -0.3, hgDAF-12 ag 2.7, ADAM17 inh -10, sPLA2-III inh 9, hcDAF-12 act 0.8 and DAX1 inh-2 -2.6.
COc1ccc(CN2CCc3ccccc3C2)c(OC)c1 was read as DAX1 inh-1 0.8, ADAM10 inh -2, PLCg1 inh 3, PLC-beta3 inh -6, FXN GAA850 act 0.1, ssDAF12 agonist -0.7, hgDAF-12 ag 0.4, ADAM17 inh -3, sPLA2-III inh -1, hcDAF-12 act -0.7 and DAX1 inh-2 -0.1.
Screening CC1CCCC(NC(=O)c2ccc3c(c2)OCO3)C1C (configuration not stated) returned DAX1 inh-1 0.0, ADAM10 inh 0, PLCg1 inh -2, PLC-beta3 inh -1, FXN GAA850 act 2.6, ssDAF12 agonist -0.8, hgDAF-12 ag 6.8, ADAM17 inh -3, sPLA2-III inh -3, hcDAF-12 act 2.5 and DAX1 inh-2 2.7.
Cc1cc(=O)oc2cc(NC(=O)C(C)Oc3ccc(F)cc3)ccc12 (configuration not stated) was read as DAX1 inh-1 0.3, ADAM10 inh -364, PLCg1 inh -83, PLC-beta3 inh -92, FXN GAA850 act 1.1, ssDAF12 agonist -1.4, hgDAF-12 ag -1.0, ADAM17 inh -100, sPLA2-III inh -5, hcDAF-12 act -1.4 and DAX1 inh-2 -0.6.
`O=C(COc1ccccc1Cl)NC1CC1` gave DAX1 inh-1 0.2, ADAM10 inh -8, PLCg1 inh -2, PLC-beta3 inh -1, FXN GAA850 act 2.8, ssDAF12 agonist -0.9, hgDAF-12 ag 0.6, ADAM17 inh -1, sPLA2-III inh 10, hcDAF-12 act 0.9 and DAX1 inh-2 0.9.
Screening COc1ccc(N2CCN(C(=O)c3ccccc3F)CC2)c([N+](=O)[O-])c1 returned DAX1 inh-1 2.3, ADAM10 inh -3, PLCg1 inh 1, PLC-beta3 inh -5, FXN GAA850 act 0.2, ssDAF12 agonist -0.9, hgDAF-12 ag -2.4, ADAM17 inh -2, sPLA2-III inh 4, hcDAF-12 act 0.2 and DAX1 inh-2 -0.8.
`CCCCc1c(O)nc(SCC(=O)c2ccccc2)n(-c2ccccc2C)c1=O` gave DAX1 inh-1 1.0, ADAM10 inh -3, PLCg1 inh 1, PLC-beta3 inh 2, FXN GAA850 act 0.7, ssDAF12 agonist -1.4, hgDAF-12 ag -1.0, ADAM17 inh -3, sPLA2-III inh -19, hcDAF-12 act -0.3 and DAX1 inh-2 -0.1.
For CC1(C)C(=O)NCCN1C(=O)c1ccc2nc(Cc3ccccc3F)oc2c1 the results were DAX1 inh-1 -0.9, ADAM10 inh 0, PLCg1 inh 2, PLC-beta3 inh -5, FXN GAA850 act 0.2, ssDAF12 agonist -1.4, hgDAF-12 ag -4.7, ADAM17 inh 1, sPLA2-III inh -3, hcDAF-12 act -4.3 and DAX1 inh-2 -6.1.
